Screening data: PubChem, Sanford-Burnham Center for Chemical Genomics
SENP8 inh = inhibitors of human SENP8 protease; Q96LD8; purified SENP8, Z-RLRGG-aminoluciferin cleavage, luminescence; inhibition, % at 10 µM; actives 1.2% (n = 330,000)
Target sequence (Q96LD8 whole entry, looked up): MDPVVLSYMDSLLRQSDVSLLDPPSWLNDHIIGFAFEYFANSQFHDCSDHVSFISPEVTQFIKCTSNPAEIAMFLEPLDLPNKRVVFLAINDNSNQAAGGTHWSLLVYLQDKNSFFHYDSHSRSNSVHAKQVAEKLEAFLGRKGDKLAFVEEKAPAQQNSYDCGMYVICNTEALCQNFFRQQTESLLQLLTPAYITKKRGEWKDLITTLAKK
SENP7 inh = inhibitors of human SENP7 protease; actives 1.5% (n = 330,000); recombinant SENP7, Z-RLRGG-aminoluciferin luminescence, 40 min; inhibition, % at 5 µM; AID 434973; Q9BQF6;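 active = inhibition above about 50% at the single test dose, limit read from the data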;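 also: plate controls were DMSO with enzyme for no effect and no enzyme buffer wells for full effect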
Target sequence (Q9BQF6 706-1050 limits assumed): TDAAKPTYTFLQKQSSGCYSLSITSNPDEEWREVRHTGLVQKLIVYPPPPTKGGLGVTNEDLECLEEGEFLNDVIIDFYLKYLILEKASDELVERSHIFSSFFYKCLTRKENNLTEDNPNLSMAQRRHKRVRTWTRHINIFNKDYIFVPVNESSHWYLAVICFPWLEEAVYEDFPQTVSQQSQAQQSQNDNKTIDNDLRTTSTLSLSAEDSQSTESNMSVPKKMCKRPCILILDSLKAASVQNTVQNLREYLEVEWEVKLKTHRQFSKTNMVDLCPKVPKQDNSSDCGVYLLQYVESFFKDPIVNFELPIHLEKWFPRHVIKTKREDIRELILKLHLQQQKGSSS
HKDC1 inhibitor = blocks human hexokinase HKDC1 activity; Q2TB90; recombinant HKDC1, G6PDH/diaphorase resazurin coupled fluorescence; inhibition, % at 20 µM; actives 0.16% (n = 340,000); AID 493160;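 active = inhibition above about 35% when tested at 20 µM, limit read from the data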;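 also: plate controls were DMSO wells with enzyme for no effect and DMSO wells lacking enzyme for full effect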
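Material: recombinant HKDC1 hexokinase; Amount: HKDC1 at 5 µg/mL; Medium: Tris pH 8.0 buffer with MgCl2, Tween-20, BSA, BME; Schedule: 90 min reaction incubation at room temperature, dark; Technique: coupled resazurin fluorescence, excitation 525 nm, emission 613 nm.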
697 NFkB inh = lowers PMA/ionomycin-induced NF-kB signal in 697 B cells | AID 435022 | inhibition, % at 4 µM | actives 0.33% (n = 330,000) | 697 B-cell NF-kB luciferase reporter, 16 h; in the data active = inhibition above about 35%
Apaf-1 inh = blocks human Apaf-1 apoptosome activity. AID 489030. actives 0.71% (n = 330,000). inhibition, % at 20 µM. O14727. reconstituted apoptosome caspase-3 activity, DEVD-Rh110 fluorescence; active = inhibition of at least 40% at 20 µM;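 also: plate controls were DMSO wells for no effect and DEVD-CHO caspase inhibitor wells for full effect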
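System: Apoptosome proteins | Medium: Hepes pH 7.5 with detergent and BSA | Also added: Cytochrome c trigger plus (Z-DEVD)2-Rh110 caspase-3 substrate | Incubation: 30 min compound preincubation, 50 min activation, room temperature | Detection: Rhodamine 110 fluorescence at Ex 480/Em 540 nm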
UBC13 polyUb = blocks human UBC13 polyubiquitin chain formation; AID 485273; inhibition, % at 20 µM; P61088; TR-FRET; actives 0.47% (n = 330,000); in the data active = inhibition above about 45%, passing the limit was not always enough
Target sequence (P61088 whole entry, looked up): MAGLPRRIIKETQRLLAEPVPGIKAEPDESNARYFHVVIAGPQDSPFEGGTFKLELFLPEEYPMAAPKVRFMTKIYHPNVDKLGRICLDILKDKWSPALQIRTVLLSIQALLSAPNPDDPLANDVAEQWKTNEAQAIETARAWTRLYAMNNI
Jurkat NFkB inh = inhibitors of the PMA/ionomycin-induced NF-kB reporter in Jurkat cells | PMA/ionomycin-induced NF-kB luciferase reporter, luminescence | inhibition, % at 4 µM | actives 0.53% (n = 330,000)
Gli-Sufu antag = blocks Gli-Sufu signaling in a luciferase reporter. Sufu-KO-LIGHT fibroblasts, Gli luciferase reporter luminescence. inhibition, % at 5 µM. actives 0.74% (n = 340,000). AID 588413;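 active = inhibition above about 55%, limit read from the data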;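 also: 0% = DMSO-treated cells and 100% = wells with medium but no cells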
* marks the source's active call; other numbers are inactive results. Rule as the data show it, unless noted: active = inhibition above about 50%; inactive = the rest.

SMILES	SENP8 inh	SENP7 inh	HKDC1 inhibitor	697 NFkB inh	Apaf-1 inh	UBC13 polyUb	Jurkat NFkB inh	Gli-Sufu antag
CCCCN(CC)CCCNC(=O)c1cn(-c2ccc(OC)cc2)c(=O)c2ccccc12	-5.2	2.2	-3.9	-12.9	-1.1	8.9	-1.4	-10.2
Cc1csc(C(C)N(C)C(=O)CCc2nnc(CCc3ccccc3)o2)n1 (centres undefined)	-4.1	6.1	-5.3	2.2	-11.7	14.1	-2.7	8.0
CCOC(=O)c1cnn2c(C(F)(F)F)cc(-c3cn(C)nc3C)nc12	-6.6	-6.7	-2.4	12.9	0.8	3.6	-1.3	-6.0
O=C(CCNS(=O)(=O)c1cccs1)N1CCCCCC1	-0.9	-1.1	-5.4	-28.0	-16.5	1.4	-25.4	-19.6
O=C(NC1CC1)c1cccc(NC(=O)c2cn3ccccc3n2)c1	-0.3	8.2	-7.9	-54.7	-3.2	6.7	-37.6	20.6
O=C(N/N=C\c1cc(Br)c(Br)o1)c1cncc(Br)c1	-6.1	-2.6	-23.3	-6.7	-7.0	-2.5	4.1	1.9
C=CCn1cc(C(=O)OCC)c(=O)c2cc(F)c(F)cc21	-6.9	7.4	-4.7	11.8	-11.4	3.2	18.4	-0.5
O=S1(=O)CCC(NS(=O)(=O)c2ccc3ccccc3c2)C1 (centres undefined)	5.7	2.4	4.6	-2.2	-10.6	4.9	20.4	22.6
COc1ccc(/C(O)=C2/C(=O)C(=O)N(CCCN(C)C)C2c2ccc(Cl)cc2)cc1OC (centres undefined)	2.6	3.2	-0.4	9.9	4.7	-3.5	-3.3	13.7
Cn1ccnc1SCC(=O)c1ccc(Cl)cc1	10.6	14.8	-0.1	1.0	-8.9	-0.6	-11.0	-25.4
CCOc1ccc(NC(=O)CN(C)Cc2cc(=O)n3c(-c4ccccc4)csc3n2)cc1OCC	-1.2	-2.7	-7.5	4.9	2.4	-19.4	8.1	-0.4
N#CC(c1ccc(Cl)nn1)c1c(F)cccc1Cl (centres undefined)	4.1	5.2	-6.8	16.0	-3.3	4.6	22.6	18.4
CCC(=O)/C=C1\Sc2ccccc2N1CC	-2.7	6.1	-12.6	7.1	3.6	-5.2	3.0	-5.2
COc1ccc(C(=O)N2c3ccccc3C=CC2C#N)cc1 (centres undefined)	-4.5	12.2	-3.9	-3.1	9.2	5.5	6.9	-8.5
C=CCN1C(=O)c2ccc(C(=O)N(C)CC(=O)Nc3c(C)cccc3C)cc2C1=O	-1.0	8.0	-6.0	-7.3	-5.6	-12.2	6.1	0.5
COc1ccc(-c2cnnn2-c2ccc(NC(=O)/C=C/c3ccc(OC)c(OC)c3)cc2)cc1	-12.4	-5.9	-4.1	3.0	3.9	-13.2	-11.4	-6.0
O=C(NCc1ccc(F)cc1)c1cc2n(n1)C(C(F)(F)F)CC(C1CC1)N2 (centres undefined)	0.4	-2.5	-3.2	12.1	10.5	-1.9	-2.9	4.3
O=C(O)c1ccc(CNCc2c(Cl)cccc2Cl)cc1	-3.9	7.3	-11.2	9.2	1.4	16.6	7.2	2.9
Cc1ccc(Cl)cc1NC(=O)CCn1cccc1	-3.3	0.6	-6.3	22.0	3.3	5.5	4.2	-10.5
Cc1cc(Cl)ccc1NC(=S)N1CCN(Cc2ccc3c(c2)OCO3)CC1	-2.4	-4.5	-0.4	-11.9	11.5	5.4	0.0	-4.2
O=C(CCn1cnc2ccccc2c1=O)Nc1ccc(Cl)c(Cl)c1	2.7	-0.1	-2.4	23.3	9.0	6.8	-2.2	0.4
O=C(c1ccc(F)cc1)c1cc2ccc(O)cc2oc1=O	96.6*	99.2*	-1.4	-5.0	2.8	3.0	-0.9	27.8
CN(C(=O)C1CC1)C1CCS(=O)(=O)C1 (centres undefined)	-5.9	7.4	-8.0	3.8	-1.1	-5.7	-7.7	-21.5
O=C(CC1NC(=O)NC1=O)Nc1ccc(Cl)cc1 (centres undefined)	-0.3	-6.0	-4.9	-19.0	-5.0	-12.5	-3.6	8.7
O=C(Nc1ccc(N2CCN(Cc3ccccc3)CC2)cc1)c1cccnc1	-0.5	-5.2	6.9	14.9	2.8	-3.6	4.3	7.0
CC(C)Cc1ccc(S(=O)(=O)N2CCN(c3ccccn3)CC2)cc1	-2.9	0.0	-4.4	-0.1	6.8	5.0	13.6	9.1
COc1cc(C)c(NC(c2ccccc2)c2ccccc2)cc1OC	-2.6	5.8	-2.8	1.0	9.8	-3.3	-7.6	10.0
Cc1[nH]n(-c2ccccc2)c(=O)c1C(C[N+](=O)[O-])c1ccc(Br)cc1 (centres undefined)	25.4	41.3	2.3	3.5	87.3*	-41.6	0.5	6.7
CCN(C(=O)CCCCC(=O)N(CC)c1ccccc1)c1ccccc1	5.2	3.6	-2.4	-15.0	10.8	-2.6	11.6	12.1
CS(=O)(=O)N(CC(=O)N1CCCC1)c1ccc(Cl)cc1Cl	-5.4	-3.0	-4.7	-6.5	-1.9	-0.8	6.2	3.8
CCC(CC)C(=O)Nc1cc(OC)c(OC)cc1C(=O)O	-0.5	-2.1	3.4	4.6	1.0	2.8	2.7	-3.1
CC(C)N(C(=O)CSc1nc(COc2ccccc2)nc2ccccc12)C(C)C	0.9	5.4	-13.4	2.2	9.1	11.8	2.1	23.0
O=c1ccnc(Nc2ccc3c(c2)OCCO3)[nH]1	-6.9	0.6	3.8	-0.6	4.5	-4.3	-9.9	6.0
CCCS(=O)(=O)N1CCN(Cc2ccc([N+](=O)[O-])cc2)CC1	-6.6	-3.2	11.2	-8.6	-5.1	-11.8	-5.5	-0.5
CC(Oc1ccccc1)C(=O)N1CCN=C1SCc1cccc(F)c1 (centres undefined)	2.3	-5.3	-4.7	6.0	9.0	6.3	-6.1	4.7
O=C1/C(=C/c2cccs2)SC(=S)N1CCC(=O)N1CCCCC1CCO (centres undefined)	5.9	3.7	3.7	-1.4	18.9	-9.6	-5.4	34.5
Cc1ccc2nc(C)/c(=N\O)c(C)nc2c1	0.5	11.5	-2.6	-39.4	-1.6	-6.5	-41.7	-1.8
CCc1c(C)sc(NC(=O)c2cccs2)c1C#N	-7.5	-3.8	-10.7	-23.0	7.3	3.3	-17.0	-50.6
CC(=O)Nc1cccc(NC(=O)CCc2ccccc2)c1	-2.4	-6.7	-6.9	3.9	3.1	0.6	-20.3	-1.2
Cc1sc2ncnc(Sc3ccccc3C(=O)Nc3ccc(C#N)cc3)c2c1C	14.0	7.4	5.6	-10.9	13.6	6.4	-22.8	20.0
Cn1cc(CNCc2cn[nH]c2-c2ccc(F)cc2)c(-c2ccc3c(c2)OCCO3)n1	-0.5	-1.9	-2.9	-10.1	-21.6	9.6	9.3	2.3
O=C(Cc1ccccc1)N1CCc2ccccc21	-1.8	4.0	-2.1	5.6	-12.0	21.6	-12.4	-16.3
C[C@H](CO)N1C[C@H](C)[C@@H](CN(C)S(=O)(=O)c2ccccc2)Oc2c(NC(=O)c3ccncc3)cccc2C1=O	-16.8	-4.4	-0.6	-1.5	10.7	-1.0	2.6	-0.7
c1ccc(-n2nnnc2Oc2cccc3cccnc23)cc1	-11.0	-5.3	-7.5	-8.9	7.7	-4.4	-0.1	-7.3
CCOC(=O)[C@@H]1[C@H]2COc3cc(OC)ccc3[C@@H]2N2C(=O)N(c3ccc(Cl)cc3)C(=O)[C@@]12C	-11.5	-1.0	1.9	-26.9	26.0	-4.8	-2.9	10.1
O=C(Oc1cccc(/C=N/Nc2nc(N3CCOCC3)nc(N3CCOCC3)n2)c1)c1ccco1	8.2	18.2	1.6	44.3*	-1.1	-2.3	-6.4	8.9
CCOc1ccc(NC(=O)C2=C(C)C(=O)OC23CCC(C)CC3)cc1 (centres undefined)	13.2	-0.6	4.5	-13.0	0.9	3.3	-4.8	-4.6
CN(CC(=O)Nc1ccncc1)S(=O)(=O)c1ccccc1	-2.6	13.7	-5.6	8.5	-1.7	-0.3	-0.4	0.9
CS(=O)(=O)N1CCN(c2ccccc2NC(=O)c2cc3ccccc3o2)CC1	-8.0	-12.0	-0.1	-8.5	17.6	-3.1	-13.2	2.9
CCCN(CC(=O)Nc1ccccc1OC)C(=O)CC1CCCC1	4.7	3.4	2.7	-6.8	-1.5	11.9	1.8	5.3
COC(=O)c1ccccc1NC(=O)Nc1nnc(N2CCCCC2C)s1 (centres undefined)	-6.5	-10.1	-2.1	-5.4	11.1	-7.5	-5.2	-5.0
O=C(/C=C/c1ccccc1)Nc1ccc(Br)cn1	-9.1	16.8	-8.8	-150.5	-7.8	5.1	-10.9	-104.5
O=C(c1cnn2cccnc12)N1CCN(Cc2ccc3c(c2)OCO3)CC1	-10.1	-7.0	-9.2	3.7	-16.3	2.1	-10.6	-0.6
CC(=O)c1ccc(COC(=O)Cc2ccc([N+](=O)[O-])cc2)cc1	11.0	1.0	-7.9	1.2	2.5	-3.2	4.4	-3.4
CCCn1c(=O)c2ccccc2n2c(SCC(=O)/C(C#N)=C(\C)N)nnc12	-11.4	4.3	-8.4	4.0	5.6	7.9	-6.8	5.5
COCCNc1nc2ccccc2n1CC(=O)c1ccc(OC)c(OC)c1	-7.1	-2.5	-3.8	-11.0	-15.5	-1.7	7.9	-8.1
COc1ccccc1C(OC(=O)c1cccs1)C(=O)NCc1ccco1 (centres undefined)	1.1	-0.2	3.0	-14.6	13.8	-1.0	-3.0	-18.8
CC(=O)c1ccc(N(CC(=O)NC2CCCC2)C(=O)c2ccc(C)s2)cc1	-1.0	-1.2	0.9	10.6	5.9	6.2	20.2	27.1
COc1ccc(OC)c(NC(=O)CSc2ccc(-c3cccnc3)nn2)c1	7.1	-2.4	16.3	-3.3	-3.9	-0.2	32.5	0.0
Cc1ccc(C(=O)COC(=O)c2cc(=O)[nH]c3ccccc23)cc1	-17.1	30.8	-7.3	-19.1	-12.8	-0.7	1.6	-17.1
CC(OC(=O)Cn1[nH]c(=O)c2ccccc2c1=O)C(=O)Nc1ccc(Cl)cn1 (centres undefined)	-1.2	-2.5	-4.6	7.0	-2.4	6.6	11.5	1.1
Cc1ccc(C)c(C(=O)c2ccccc2NC(=O)c2ccccn2)c1	-4.8	11.8	-0.5	-9.9	9.8	-0.7	45.6	-4.8
CCCn1c2ccccc2c2cn[nH]c(=O)c21	-12.3	-0.4	2.4	18.7	4.8	1.3	-26.6	1.9

Some of the entries so far, comma-delimited.
canonical_smiles,SENP8 inh,SENP7 inh,HKDC1 inhibitor,697 NFkB inh,Apaf-1 inh,UBC13 polyUb,Jurkat NFkB inh,Gli-Sufu antag
O=C(/C=C/c1ccccc1)Nc1ccc(Br)cn1,-9.1,16.8,-8.8,-150.5,-7.8,5.1,-10.9,-104.5
O=C(c1cnn2cccnc12)N1CCN(Cc2ccc3c(c2)OCO3)CC1,-10.1,-7.0,-9.2,3.7,-16.3,2.1,-10.6,-0.6
CC(=O)c1ccc(COC(=O)Cc2ccc([N+](=O)[O-])cc2)cc1,11.0,1.0,-7.9,1.2,2.5,-3.2,4.4,-3.4

As entered above.
CN(CC(=O)Nc1ccncc1)S(=O)(=O)c1ccccc1 @ SENP8 inh = -2.6
COCCNc1nc2ccccc2n1CC(=O)c1ccc(OC)c(OC)c1 @ HKDC1 inhibitor = -3.8
COC(=O)c1ccccc1NC(=O)Nc1nnc(N2CCCCC2C)s1 (centres undefined) @ Jurkat NFkB inh = -5.2
CC(OC(=O)Cn1[nH]c(=O)c2ccccc2c1=O)C(=O)Nc1ccc(Cl)cn1 (centres undefined) @ HKDC1 inhibitor = -4.6
CC(=O)c1ccc(COC(=O)Cc2ccc([N+](=O)[O-])cc2)cc1 @ 697 NFkB inh = 1.2
CCOc1ccc(NC(=O)C2=C(C)C(=O)OC23CCC(C)CC3)cc1 (centres undefined) @ 697 NFkB inh = -13.0
